# Screens from PubChem BioAssay.
# Pf growth 96h – inhibits malaria parasite growth, 96 h; P. falciparum luciferase reporter growth, 96 h; Potency, µM (doses to about 28.7 µM), without a hit: top-dose activity change, negative = inhibition, usual class: inhibitors; 320,000 compounds, 6.9% hits; AID 504834; note: potency is the fitted concentration of half-maximal effect; % is set by controls: 0 for no effect and ±100 for the full control effect
#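 Cell-based qHTS: luciferase-tagged P. falciparum in erythrocytes (2% hematocrit, 0.05% parasitemia final) incubated with compounds for 96 hours, 37 C, 5% CO2; luciferase detection reagent then added and luminescence measured.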
# CHX counter – counter-screen for Shiga toxin inhibitors: cycloheximide protein synthesis inhibition; max response, %; cell reporter, cycloheximide protein synthesis inhibition counterscreen; 300,000 compounds, 12% hits; in the data active = max response mostly above about 13%, no sharp cut-off; inactive = mostly below about 14%; note: read at 38.3 µM for the half of the compounds with a filed dose; 0% is about no effect
# Pf growth 48h – inhibits P. falciparum growth in the first generation, 48 h; P. falciparum luciferase growth in erythrocytes, 48 h; Potency, µM (series often up to 28.7 µM), without a hit: at the top dose activity change, negative = inhibition, most hits filed as inhibitors; 310,000 compounds, 5.9% hits; AID 504832; note: potency is the fitted concentration of half-maximal effect; % is set by controls: 0 for no effect and ±100 for the full control effect
#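 Erythrocytes infected with P. falciparum carrying an integrated firefly luciferase reporter (2% hematocrit, 0.1% parasitemia final) were exposed to compounds in RPMI 1640 with 0.5% Albumax at 37 C, 5% CO2. Growth inhibition was scored as reduced luminescence.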
# LmPK inhibitor – LmPK (Leishmania mexicana) enzyme inhibition; 290,000 compounds, 0.37% hits; purified LmPK, Kinase-Glo ATP luminescence, 1 h; Potency, µM (doses to about 57.5 µM), inactives show top-dose activity change, negative = inhibition, actives largely listed as inhibitors; AID 1721; note: potency is the fitted concentration of half-maximal effect; % is set by controls: 0 for no effect and ±100 for the full control effect
# Target sequence (Q27686 whole entry, looked up): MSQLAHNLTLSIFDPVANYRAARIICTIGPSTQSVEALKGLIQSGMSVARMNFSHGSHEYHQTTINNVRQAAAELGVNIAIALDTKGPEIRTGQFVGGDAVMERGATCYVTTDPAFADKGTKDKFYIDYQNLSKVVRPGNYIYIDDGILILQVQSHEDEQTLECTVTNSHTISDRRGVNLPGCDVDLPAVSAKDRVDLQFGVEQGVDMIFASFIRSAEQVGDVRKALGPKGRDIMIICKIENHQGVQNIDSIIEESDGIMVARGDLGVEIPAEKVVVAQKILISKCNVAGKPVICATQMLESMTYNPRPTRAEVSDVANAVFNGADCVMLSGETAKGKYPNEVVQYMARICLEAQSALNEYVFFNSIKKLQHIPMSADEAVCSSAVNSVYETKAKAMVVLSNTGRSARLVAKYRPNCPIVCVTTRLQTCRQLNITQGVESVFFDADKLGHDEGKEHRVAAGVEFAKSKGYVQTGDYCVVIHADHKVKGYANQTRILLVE
#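 0.1 nM LmPK, 0.5 mM PEP, 0.1 mM ADP; 50 mM imidazole pH 7.2, 7 mM MgCl2, 50 mM KCl; 1 h RT. Kinase-Glo luminescence readout, normalized to no-enzyme (full inhibition) and uninhibited wells.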
# HCV inh – blocks hepatitis C virus; Huh7.5.1 HCVcc-Cre infection, luciferase reporter, 44 h; Potency, µM (top dose mostly 41.8 µM), for inactives: at the highest dose activity change, negative = inhibition, usual class: inhibitors; 340,000 compounds, 3.4% hits; AID 651820; note: potency is the fitted concentration of half-maximal effect; % is set by controls: 0 for no effect and ±100 for the full control effect
#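 Reporter virus HCVcc-Cre (~0.5 moi) infects cells exposed to compound; seeding density 1,000 cells/well with 4 h settling beforehand. Luminescence, 15 sec read, taken 44 h post-infection following a 15 min RT substrate incubation.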
# Shiga toxin inh – Shiga toxin inhibition. Vero cells, Shiga toxin protein synthesis inhibition reporter. inhibition, % at 38.7 µM. 290,000 compounds, 9.2% hits. AID 2315; in the data active = inhibition mostly above about 28%, no sharp cut-off; inactive = mostly below about 43%; note: 0% is about no effect
# TbPYK inhibitor – T. brucei pyruvate kinase inhibition | 410,000 compounds, 0.12% hits | TbPYK enzyme, Kinase-Glo Plus ATP luminescence, 45 min | Q57TT1 | Potency, µM (highest dose often 76.8 µM), for the others: at the highest dose activity, negative = inhibition, usual class: inhibitors; note: potency is the fitted concentration of half-maximal effect; % is set by controls: 0 for no effect and ±100 for the full control effect; nearly all actives have a fitted effect of over 50% in size
#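 Glycolytic pyruvate kinase of T. brucei was incubated with substrate, test compound and 130 uM ADP for 45 minutes at room temperature. Luminescent Kinase-Glo Plus signal was measured after 10 minutes.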
# Starred values were filed as active, the others as inactive; u = inconclusive; x = not tested or not shown; & = joins results of further samples; [ ] = dose if it differs, or a comment. Unless noted, calls come from the whole dose curve; as a rule, active = well fitted curve in the direction sought with a large enough effect; inconclusive = small, poorly fitted or top-dose-only effect, or another doubt; inactive = no such curve, though single readings can be large; an effect the other way counts as inactive or inconclusive.
SMILES,Pf growth 96h,CHX counter,Pf growth 48h,LmPK inhibitor,HCV inh,Shiga toxin inh,TbPYK inhibitor
Cc1ccccc1NC(=O)Cc1nc(COC(=O)c2ccccn2)cs1,-1.9%,x,-15.0%,x,12.0%,x,-4.1%
O=[N+]([O-])c1ccc(/C=N/Nc2ncc(-c3ccccc3)cn2)cc1,47.7%[activator],-0.8,8.6%,-1.8%,0.6%,4.9,-5.2%
C/C=C/c1ccc(OCC(=O)Nc2cc(S(=O)(=O)N3CCOCC3)ccc2N2CCCC2)c(OC)c1,u,x,13.1µM*,x,10µM*,x,-0.9%
O=C(N/N=C/c1cc(Br)cs1)C(O)c1ccccc1 (stereo unspecified),u,10.1,-0.4%,-0.8%,-3.2%,10.1,4.8%
Oc1ccccc1CN1CCCC(N2CCc3ccccc3C2)C1 (stereo unspecified),5.22µM*,-3.1,9.28µM*,-1.2%,-21.0%,x,-3.6%
CCCC(=O)n1nc(-c2ccc(Cl)cc2)nc1SC,x,23.0*,78.0%[activator],-6.9%,-3.5%,66.7*,6.3%
Cc1cccn2c(=O)c3cc(C(=O)NC4CCCC4)c(=N)n(CCc4ccccc4)c3nc12,4.15µM*,2.7,0.465µM*,-3.8%,-1.4%,-19.5,9.2%
CCN(CCCNS(=O)(=O)c1ccc2c(c1)CCN2C(C)=O)c1cccc(C)c1,u,7.0,x,-3.2%,u,21.4,-0.4%
COc1cc(-n2c(N)c(C(=O)NCc3ccco3)c3nc4ccccc4nc32)cc(OC)c1OC,13.1µM*,-1.7,11.7µM*,2.5%,-21.6%,-14.4,-11.1%
COc1ccc(N(C)S(=O)(=O)c2ccc3c(c2)CC(C)N3C(=O)C2CC2)c(OC)c1 (stereo unspecified),11.3%,3.2,u,0.9%,u,14.9,-13.3%
Cc1coc2cc3oc(=O)c(CCC(=O)NCC(=O)O)c(C)c3cc12,18.3%,-2.1,20.9%,3.5%,17.3%,-12.4,-5.3%
CN(Cc1ccccc1)C(=O)CCS(=O)(=O)c1ccc2c(c1)oc(=O)n2C,13.1µM*,3.9,-19.4%,4.6%,20.6%,0.2,4.7%&-9.7%
CC(=NC(C)C)C1=C(O)C(C)OC1=O (stereo unspecified),5.7%,-0.9,1.0%,-3.5%,1.8%,-9.7,33.1%[activator]
Nc1nc(Nc2cccc(F)c2)nc(NCCO)c1[N+](=O)[O-],u,7.1,u,7.7%,9.5%,-1.9,-2.4%
COC(=O)Nc1ccc(S(=O)(=O)N2CCCCC2C(=O)NCc2ccco2)cc1 (stereo unspecified),-25.3%,-4.0,x,2.5%,u,3.4,-6.3%
Cc1sc2ncnc(NC(C)C(=O)O)c2c1C (stereo unspecified),10.4%,-1.4,2.7%,-21.5%,32.1%[activator],-4.0,10.9%
Cc1ccc(CN2CCN(Cc3cn[nH]c3-c3ccccc3)CC2CCO)o1 (stereo unspecified),13.3%,-1.2,-9.3%,-0.2%,22.2%,-6.0,-6.2%
CC(=O)c1coc2c1cc(O)c1ccccc12,u,12.7,x,4.4%,-21.9%,36.4,4.6%
CCOc1ccc(CN(C(=O)c2cc(=O)c3cc(C)cc(C)c3o2)C2CCS(=O)(=O)C2)cc1 (stereo unspecified),0.2%,-4.7,3.7µM*,6.5%,u,-9.6,5.5%&3.2%
O=C(CNC(=O)c1ccc(Br)cc1)NC1CC1,-15.2%,x,-16.1%,x,10.5%,x,0.0%

# The closing three compounds of the part before lead into the next:
SMILES,Pf growth 96h,CHX counter,Pf growth 48h,LmPK inhibitor,HCV inh,Shiga toxin inh,TbPYK inhibitor
CC(=O)c1coc2c1cc(O)c1ccccc12,u,12.7,x,4.4%,-21.9%,36.4,4.6%
CCOc1ccc(CN(C(=O)c2cc(=O)c3cc(C)cc(C)c3o2)C2CCS(=O)(=O)C2)cc1 (stereo unspecified),0.2%,-4.7,3.7µM*,6.5%,u,-9.6,5.5%&3.2%
O=C(CNC(=O)c1ccc(Br)cc1)NC1CC1,-15.2%,x,-16.1%,x,10.5%,x,0.0%
Cc1ccc(S(=O)(=O)N2CCN(C(=O)CCc3c[nH]c4ccccc34)CC2)c(C)c1,7.38µM*,x,u,x,-17.5%,x,-5.7%
Cc1cc2ccccc2nc1SCC(=O)NC1CCCC1,10.9%,-1.4,5.6%,0.2%,10.7%,-25.0,-10.6%
CCC(=O)OCCNc1cc(Sc2nc3ccccc3s2)c2nonc2c1[N+](=O)[O-],-3.9%,-4.3,x,-18.1%,-28.2%,-10.0,-3.7%
O=C(c1ccccc1F)N1CCC(O)(c2cccnc2)CC1,-2.1%,-0.1,5.7%,1.0%,1.6%,20.3,2.1%
O=C(CSc1nnc(N2CCCC2)n1-c1ccccc1Cl)N1CCN(c2ccccn2)CC1,u,x,u,x,-18.6%,x,-6.4%
CCCCC1CCC(C(=O)NC2CCS(=O)(=O)C2)CC1 (stereo unspecified),-7.5%,-1.9,-12.8%,6.0%,22.0%,-2.7,4.8%
CCC(C(=O)NCc1cccc(C)c1)n1nc(C)c2c(C)n(-c3ccccc3)nc2c1=O (stereo unspecified),20.2%,-9.0,u,-4.3%,12.6µM*,-8.6,0.0%
Cc1ccc(-c2ccc(C(=O)NCc3ccccc3)o2)c2ccccc12,10.4µM*,-1.7,u,0.0%,u,-11.0,-2.4%
Cc1cc2c(=O)n(Cc3ccco3)c(SCC(=O)N3CCCc4ccccc43)nc2s1,x,12.2*,u,2.1%,u,4.8,0.5%
COc1cccc(C2CC(c3cccc(NS(C)(=O)=O)c3)=NN2C(=O)c2ccccc2)c1OC (stereo unspecified),u,-2.1,1.85µM*,0.3%,u,-11.9,-7.4%
COc1ccc(-n2c3c(cc(C(=O)NNc4ccccc4)c2=O)C(=O)CC(C)(C)C3)cc1,-5.0%,-6.0,-51.6%,4.4%,-3.9%,-6.7,4.7%
COc1ccc2nc(SCC(N)=O)cc(C)c2c1,-2.0%[5.75 µM],-1.8,17.6%,1.8%,-6.9%,23.8,3.2%
CCCNS(=O)(=O)c1ccc(-n2cnnn2)c(OC)c1,u,1.5,-14.2%,-1.5%,0.8%,42.2,-1.5%
COc1ccc(OC)c(CNC(=O)C2CCN(S(C)(=O)=O)CC2)c1,31.2%[activator],0.4,2.0%,2.2%,10.9%,-5.8,-4.7%
CCOC(=O)[C@H]1[C@H]2COc3ccccc3[C@@H]2N2C(=O)c3ccc(C)cc3NC(=O)[C@@]12C,u,x,u,x,-11.6%,x,1.5%
O=C(Nc1cccc(F)c1)N1CC=C(n2c(=O)[nH]c3ccccc32)CC1,31.8%[activator],-1.1,10.4µM*,5.4%,u,-6.1,0.2%
CC(C)CCN1CCN(Cc2nc3c(s2)CCCC3)CC1CCO (stereo unspecified),u,0.8,-3.8%,2.0%,u,-5.1,-7.4%
CN1/C(=C\C(=O)C[n+]2cccc(C(N)=O)c2)C(C)(C)c2ccccc21,u,4.1,u,0.3%,7.1%,-5.1,-6.0%
CN(CCCNC(=O)COc1cc(=O)n(C)c2ccccc12)Cc1ccccc1,280.9%[activator],-2.6,36.0%[activator],0.6%,-7.1%,-8.0,x
Cc1csc(SC(C)C(=O)Nc2ccc3c(c2)OCCO3)n1 (stereo unspecified),1.0%,29.4*,15.3%,7.2%,-20.8%,42.2,0.7%
COC(=O)[C@H]1C[C@@H]1[C@H](N)c1ccccc1,0.0%,-2.5&7.8,0.0%,-0.7%,10.1%,-2.9&-3.5,-1.0%
Cc1c(F)c(N2CCNC(C)C2)cc2c1c(=O)c(C(=O)O)cn2C1CC1 (stereo unspecified),6.75µM*,x,-18.9%,x,x,x,-7.9%
CCOC(=O)N1CCN(C(=O)CSc2nnc(CNC(=O)c3ccccc3F)o2)CC1,-13.0%,-5.4,1.8%,-3.8%,9.0%,-4.7,-11.0%
CN(C)c1nc(N2CCN(c3ccc(F)cc3)CC2)c(C#N)c(=O)o1,25.8%,1.4,u,-3.7%,9.4%,-7.2,-0.1%
CCOC(=O)C1=C(CN2CCc3ccccc32)NC(=O)NC1c1ccc(Cl)cc1 (stereo unspecified),2.08µM*,15.3,x,0.6%,u,12.3,-0.9%
CCOC(=O)Cc1csc(NC(=O)c2ccc(Cl)s2)n1,25.1%,60.5*,x,-3.9%,-22.6%,54.2*,11.7%
Cc1nnc(NC(=O)CSc2nnnn2Cc2ccccc2)s1,x,-1.8,-10.0%,-2.9%,27.4%,-7.4,-8.2%
C=CCNC(=O)NC(=O)Cn1c(=O)c2c(ncn2CC)n(Cc2ccccc2)c1=O,-8.7%,8.1,u,1.8%,15.2%,3.3,3.4%
COc1ccc(OC)c(NC(=O)NC2CCCc3ccccc32)c1 (stereo unspecified),u,-4.1,u,-5.5%,u,14.7,-24.3%
CCOc1ccc(/C=N/NC(=O)c2cc3c(OC)cc(OC)c(OC)c3[nH]2)cc1,u,-2.6,u,9.0%,11.2µM*,1.4,-8.2%
O=C(O)c1cnn(-c2nc(-c3cccc([N+](=O)[O-])c3)cs2)c1C(F)(F)F,u,-2.5,u,0.5%,-2.9%,2.9,-0.6%
CCCc1[nH]n(-c2ccc(F)cc2)c(=O)c1C=NCC1CCCO1 (stereo unspecified),-22.7%[5.75 µM],-1.5,u,-3.4%,-14.2%,-0.5,-6.6%
COC(=O)c1ccccc1NC(=O)CSc1ccc(C)cc1,-3.2%,-2.5,u,-7.5%,-38.3%,16.5,0.0%
COc1ccc(-n2cnc3cc(NS(=O)(=O)c4ccc(C)cc4)ccc32)cc1,u,4.2,x,8.9%,x,-8.0,x
CCCn1c2ccc(C)cc2c2n[nH]c(=S)nc21,5.0%,-4.4,1.2%[0.00184 µM],-1.1%,-2.5%,-5.9,-9.8%
CCOc1ccc(S(=O)(=O)Nc2ccc(C(=O)N3CCC3)cc2)cc1,-13.8%,x,u,x,-1.4%,x,0.6%
CSc1ccc(/C=C(\NC(=O)c2ccccc2)C(=O)NN)cc1,2.8%,6.6,6.3%,5.4%,13.2%,2.6,-0.5%
S=c1[nH]nc(COc2cccc3ccccc23)n1Cc1ccccc1,-5.4%,-0.8,5.4%,-1.0%,9.4%,15.0,u
COC(=O)CN(c1cc([N+](=O)[O-])ccc1OC)S(C)(=O)=O,14.7µM*,6.5,-7.6%,2.4%,17.0%,-4.4,-0.4%
C/C(=N\NC(=O)c1ccncc1)c1cccnc1,-23.4%,10.8,18.3%,5.6%,3.7%,39.2,-2.1%
COc1cccc(CN(C)CC(=O)NCc2ccccc2Cl)c1,u,2.4,-4.9%,-6.5%,u,12.5,1.3%
CCCCNC(=O)NS(=O)(=O)c1ccc(NC(=O)CCC(=O)c2cccs2)cc1,45.5%[activator],-0.6,-2.2%,-3.0%,16.9%,8.1,6.2%
